Screening data as filed in PubChem.
MEKK3 PB1 HTS – modulators of MEKK3-MEK5 PB1 binding, primary screen, biochemical, wildtype MEKK3, multiplex bead flow cytometry, Alexa488-MEK5 | Mitogen-activated protein kinase kinase kinase 3 (Homo sapiens), Q99759 | bead-based flow cytometry, Alexa488-MEK5 binding to MEKK3; actives lie on both sides; 0 = blocked by unlabeled MEK5, 100 = vehicle | binding response (% of control), % at 10 µM | 290,000 compounds, 1.4% hits | AID 1529, 2009;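 active = binding response more than 3 SD above or below the average of its plate-row segment, actives on both sides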;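 also: Alexa488 bead fluorescence after subtracting the streptavidin-only scavenger bead signal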
GalR3 antagonist – GalR3 antagonists in HEK293 cells, primary screen, cell-based, fluorescence readout. inhibition, % at 3 µM. Galanin receptor type 3 (Homo sapiens), O60755. 360,000 compounds, 0.44% hits. HEK293 GalR3-CNG cAMP membrane potential fluorescence; galR3 body fused to GalR1 C-terminus;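 active = inhibition above the screen-wide average plus 3 SD, cut at about 13% in these data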;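 also: forskolin and galanin both at EC90 stimulate the cells; cAMP rise reported by CNG channel membrane potential dye signal; 0% = forskolin plus galanin with DMSO and 100% = forskolin alone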
Target sequence (O60755 1-299 limits assumed): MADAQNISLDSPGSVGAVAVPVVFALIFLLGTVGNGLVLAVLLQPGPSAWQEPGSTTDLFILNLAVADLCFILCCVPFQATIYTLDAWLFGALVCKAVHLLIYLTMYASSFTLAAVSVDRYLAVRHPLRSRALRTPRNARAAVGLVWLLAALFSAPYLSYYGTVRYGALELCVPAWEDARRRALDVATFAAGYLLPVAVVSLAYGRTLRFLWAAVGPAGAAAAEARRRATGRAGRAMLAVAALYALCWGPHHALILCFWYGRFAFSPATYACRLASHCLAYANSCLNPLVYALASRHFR
CRFR2-BP ag – agonists of CRF-BP/CRF-R2 complex, primary screen, cell-based, HEK293, calcium dye fluorescence, uHTS; calcium dye fluorescence (FLIPR); percent of saturating CRF peptide response; 350,000 compounds, 0.46% hits; CRF-binding protein / CRF receptor 2 complex (human); AID 588473, 2011; activation, % at 13.2 µM;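 active = activation of at least 50%, plus an integration ratio under a set limit after plate pattern correction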;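 also: plate controls were neutral control wells without compound for no effect and CRF at EC100 for full effect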
IDE inh – human IDE inhibitors in live cells, primary screen, fluorescence polarization, HEK cells, FAbetaB substrate; 320,000 compounds, 0.41% hits; inhibition, % at 5.59 µM; Insulin-degrading enzyme (Homo sapiens), P14735; FAbetaB cleavage;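 active = percent inhibition above the average of all tested compounds plus 3 SD, set per screening campaign, cut at about 16% in these data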;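 also: IDE supplied by intact live HEK cells; FP after avidin binding of uncleaved biotin substrate so inhibition keeps polarization high; 0% = DMSO wells and 100% = 60 µM reference IDE inhibitor Ii1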
M4 PAM – human M4 muscarinic receptor positive allosteric modulators, primary screen, CHO-K1 cells, Fluo-8 calcium fluorescence | CHO-K1 hM4/Gqi5, ACh EC20; 0% = ACh EC20, 100% = maximal ACh | AID 624126, 2012 | 360,000 compounds, 0.4% hits | activation, % at 3 µM | Muscarinic acetylcholine receptor M4 (Homo sapiens), P08173;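 active = activation above its plate's cutoff, the mean activation of sample wells plus 3 SD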; also: some results filed as inactive read as strong as hits
Target sequence (P08173 whole entry, looked up): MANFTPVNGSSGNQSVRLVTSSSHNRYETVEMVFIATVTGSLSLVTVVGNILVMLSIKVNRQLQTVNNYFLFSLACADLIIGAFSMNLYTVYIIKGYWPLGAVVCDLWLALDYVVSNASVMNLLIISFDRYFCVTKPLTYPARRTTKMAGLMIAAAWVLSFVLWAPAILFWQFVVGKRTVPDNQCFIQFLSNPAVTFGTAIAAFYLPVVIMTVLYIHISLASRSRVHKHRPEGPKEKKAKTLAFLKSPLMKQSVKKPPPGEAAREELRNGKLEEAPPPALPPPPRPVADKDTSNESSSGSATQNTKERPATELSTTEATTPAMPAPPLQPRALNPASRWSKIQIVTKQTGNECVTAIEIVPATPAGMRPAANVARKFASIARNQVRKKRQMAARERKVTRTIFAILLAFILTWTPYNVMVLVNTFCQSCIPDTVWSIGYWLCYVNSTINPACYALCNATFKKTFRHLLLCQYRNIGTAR
PHOSPHO1 block – PubChem AID 1565 | recombinant PHOSPHO1, absorbance phosphatase assay | inhibition, % at 13.3 µM | 290,000 compounds, 1.1% hits | Phosphoethanolamine/phosphocholine phosphatase (Homo sapiens), Q8TCT1; in the data active = inhibition above about 60%
Target sequence (Q8TCT1 whole entry, looked up): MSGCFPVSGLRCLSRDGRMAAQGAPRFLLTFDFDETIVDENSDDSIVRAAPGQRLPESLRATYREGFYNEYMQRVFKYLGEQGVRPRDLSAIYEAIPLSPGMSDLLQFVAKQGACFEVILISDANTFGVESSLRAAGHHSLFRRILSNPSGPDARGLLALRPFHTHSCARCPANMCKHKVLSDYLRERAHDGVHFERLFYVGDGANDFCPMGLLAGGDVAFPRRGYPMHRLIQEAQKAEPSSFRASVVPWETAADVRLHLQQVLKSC
IDE cell activ – human IDE activators in live cells, primary screen, fluorescence polarization, HEK cells, FAbeta-B substrate; activation, % at 5.96 µM; FAbeta-B cleavage; 0% vehicle, 100% cell-free pure enzyme wells; 340,000 compounds, 0.073% hits;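 active = activation above the mean of all tested compounds plus 3 SD, set per screening campaign, cut at about 17% in these data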
CRFR2-BP antag – antagonists of CRF-BP/CRF-R2 complex, primary screen, cell-based, HEK293, calcium dye fluorescence, uHTS; inhibition, % at 11.8 µM; 350,000 compounds, 0.59% hits; CRF-induced calcium fluorescence; AID 588475, 2011;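 active = inhibition of the ligand-induced calcium signal above about 50% at the single tested concentration, limit read from the data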
pCIP destab – p/CIP-EGFP fusion destabilizers, primary screen, fluorescence, F442A cells; 290,000 compounds, 0.01% hits; Q05BA5; decrease of EGFP signal, % at 10 µM; 16 h;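 active = EGFP signal decrease of at least 30% at 10 µM or well 3 SD below plate mean, unless failing retest; inactive = the rest, including hits failing retest or dose response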; also: some compounds called inactive have numbers as strong as hits; many of its hits are not listed in these tables
Starred values were filed as active, the others as inactive; / = not tested or not shown.

Keys: A = MEKK3 PB1 HTS; B = GalR3 antagonist; C = CRFR2-BP ag; D = IDE inh; E = M4 PAM; F = PHOSPHO1 block; G = IDE cell activ; H = CRFR2-BP antag; I = pCIP destab
1) CCOC(=O)c1cc(-c2ccc(OC)cc2)nc2c1c(C)nn2CCC(N)=S
  A: 86; B: -5; C: 0.4; D: -3; E: 1; F: 20; G: 2; H: -30; I: 0

2) O=C1NC2(CCCCC2)C(=O)N1c1ccccc1
  A: 101; B: -3; C: 0.1; D: -11; E: 4; F: 12; G: 7; H: -6; I: 0

3) CSc1nnc(C)c(=O)n1COC(=O)c1ccc(S(=O)(=O)N2CCCC2)cc1
  A: 93; B: 6; C: -1.0; D: 1; E: -8; F: 1; G: 9; H: 5; I: -9

4) CCCC(=O)NC(=S)Nc1ccccc1C(=O)OC
  A: 109; B: -2; C: -0.9; D: 0; E: 1; F: 4; G: 4; H: -14; I: 8

5) Clc1ccccc1N1CCN(Cc2ccc(Br)o2)CC1
  A: /; B: -2; C: 0.0; D: 9; E: 4; F: /; G: 6; H: -3; I: /

6) CSc1sc(C(=O)NC(=O)NCc2ccncc2)c(C)c1-c1ccon1
  A: 94; B: -3; C: -0.7; D: 3; E: -12; F: 51; G: -3; H: -16; I: -4

7) CCn1cc(C(=O)NCc2ccc3c(c2)OCO3)c2cc(OC)c(OC)cc2c1=O
  A: 94; B: 1; C: -1.3; D: 0; E: 0; F: 14; G: 8; H: -7; I: -26

8) O=C(Cc1cccs1)NNC(=S)NC(=O)c1ccccc1
  A: 100; B: -2; C: -1.4; D: -2; E: -4; F: 6; G: 5; H: -14; I: 3

9) Cc1cc(F)ccc1S(=O)(=O)N1CCCOC1CNC(=O)C(=O)NCCc1c[nH]c2ccccc12 (centres undefined)
  A: 89; B: 2; C: 0.7; D: 3; E: -3; F: 6; G: -1; H: -19; I: -16

10) Cc1ccc(C(C)C)cc1C(=O)CC1(O)C(=O)N(C)c2ccccc21 (centres undefined)
  A: 100; B: 2; C: 0.2; D: 2; E: -4; F: -28; G: 4; H: -31; I: 7

11) O=C(NCCCn1ccnc1)C(=O)NCC(c1cccnc1)N1CCN(c2ccc(F)cc2)CC1 (centres undefined)
  A: 112; B: /; C: 0.0; D: -2; E: 2; F: -16; G: 4; H: 32; I: -14

12) OC(COc1ccc(OCc2ccccc2)cc1)CN1CCCCC1 (centres undefined)
  A: 98; B: -11; C: -1.3; D: 2; E: -3; F: -3; G: 2; H: -1; I: 2

13) Cc1cccc(N2CCN(C(=O)C3CC(=O)N(c4ccc5c(c4)OCCO5)C3)CC2C)c1 (centres undefined)
  A: /; B: 0; C: -0.6; D: -1; E: -4; F: /; G: 0; H: -7; I: /

14) COc1cc(/C=N/NC(=O)c2ccccn2)ccc1OC(=O)c1cccs1
  A: 102; B: -5; C: -2.4; D: -2; E: 7; F: 17; G: 6; H: -22; I: -6

15) COc1cc2c(cc1NC(=O)C1CCCO1)oc1ccccc12 (centres undefined)
  A: 102; B: -5; C: 0.8; D: -6; E: 10; F: 5; G: 5; H: -18; I: 10

16) CCOC(=O)c1cc2oc(C)cc2n1CC(=O)OC1CCCCC1
  A: 107; B: -2; C: 0.3; D: -3; E: -9; F: 28; G: 0; H: -3; I: -2

17) COc1ccc(NC(=O)C2CCCN(S(=O)(=O)c3c(C)[nH]c(=O)[nH]c3=O)C2)cc1Cl (centres undefined)
  A: 101; B: 6; C: -2.0; D: 2; E: 6; F: 24; G: -2; H: 5; I: -1

18) CN(CC(=O)Nc1ccccc1Br)C(=O)COc1ccc2ccccc2c1
  A: /; B: -5; C: -0.9; D: -2; E: -4; F: /; G: -2; H: -2; I: /

19) COc1ccccc1-n1c(-c2cccnc2)n[nH]c1=S
  A: 99; B: -7; C: -0.9; D: 6; E: 6; F: 38; G: -7; H: -5; I: -5

20) CC(C)(C)S(=O)(=O)/C(C#N)=N/Nc1ccc(S(N)(=O)=O)cc1
  A: 100; B: 2; C: -1.0; D: 1; E: 5; F: 32; G: 1; H: 15; I: -7

21) COc1cc(C(=O)NCCNC(=O)c2ccco2)cc(OC)c1OC
  A: /; B: -2; C: 2.6; D: /; E: 19; F: /; G: 0; H: 16; I: /

22) Cc1ccc([C@@H]2[C@@H]3C(=O)N(c4ccccc4)C(=O)[C@@H]3[C@]3(Cc4ccccc4)C(=O)N(CC4CC4)CC(=O)N23)o1
  A: 98; B: -2; C: 0.0; D: -6; E: 3; F: -2; G: 1; H: -2; I: 1

23) Cc1cc(C)cc(NC(=O)C2CCCN2C(=O)Oc2ccccc2)c1 (centres undefined)
  A: 98; B: 0; C: -0.5; D: -3; E: 9; F: 5; G: -2; H: -11; I: 1

24) C[C@@H]1CC[C@]2(O[C@H](CCO)C[C@H](O)[C@H]2O)O1
  A: 106; B: -3; C: -0.4; D: -4; E: 7; F: /; G: -2; H: -5; I: /

25) Brc1ccc(C2=CC(c3ccco3)n3nnnc3N2)cc1 (centres undefined)
  A: 115; B: 0; C: 0.7; D: 8; E: -1; F: 3; G: 13; H: 1; I: -1

Part of the list above, showing only CRFR2-BP ag, CRFR2-BP antag and pCIP destab:
# | smiles | CRFR2-BP ag | CRFR2-BP antag | pCIP destab
7 | CCn1cc(C(=O)NCc2ccc3c(c2)OCO3)c2cc(OC)c(OC)cc2c1=O | -1.3 | -7 | -26
12 | OC(COc1ccc(OCc2ccccc2)cc1)CN1CCCCC1 (centres undefined) | -1.3 | -1 | 2

Down the list, as entered above:
CRFR2-BP antag, nos. 9 to 19, in order: -19, -31, 32, -1, -7, -22, -18, -3, 5, -2, -5
IDE inh, nos. 9 to 19, in order: 3, 2, -2, 2, -1, -2, -6, -3, 2, -2, 6

Carrying on.
Keys: A = MEKK3 PB1 HTS; B = GalR3 antagonist; C = CRFR2-BP ag; D = IDE inh; E = M4 PAM; F = PHOSPHO1 block; G = IDE cell activ; H = CRFR2-BP antag; I = pCIP destab
26) O=[N+]([O-])c1ccccc1NCc1ccccc1Cl
  A: 66; B: -2; C: -6.4; D: -3; E: -11; F: 42; G: 4; H: 7; I: -3

27) O=C(CN(Cc1ccccc1)S(=O)(=O)c1ccc(F)cc1)NCc1cccnc1
  A: 102; B: -3; C: -1.1; D: 2; E: 0; F: 23; G: 0; H: -2; I: 4

28) CN(C)/C=N/c1cc(=O)n(Cc2ccccc2)c(=O)n1C
  A: 99; B: 2; C: -1.7; D: 3; E: 10; F: 8; G: 3; H: -1; I: -1

29) Cc1[nH]c2ccccc2c1/C=N/Nc1nc2ccccc2[nH]1
  A: 105; B: -3; C: -0.9; D: 9; E: -2; F: 3; G: /; H: -17; I: -31

30) Cc1noc(NS(=O)(=O)c2ccc(NC(=O)c3ccc(N4C(=O)c5ccccc5C4=O)cc3)cc2)c1C
  A: 114; B: -2; C: 1.5; D: 5; E: 4; F: 16; G: 8; H: 15; I: 15

31) COc1ccc(-c2[nH]ncc2/C=C(/C#N)C(=O)NC2CCCCCC2)cc1
  A: 100; B: 4; C: 0.0; D: -2; E: -3; F: -22; G: 5; H: 19; I: -6

32) Cc1ccc(NC(=O)[C@@H]2CCCN2S(=O)(=O)c2ccccc2F)cc1
  A: 112; B: -6; C: -0.7; D: -3; E: -2; F: 34; G: 4; H: -1; I: -14

33) OCC(Cc1ccccc1)Nc1c2ccccc2nc2ccccc12 (centres undefined)
  A: 97; B: -3; C: 21; D: 9; E: -5; F: -6; G: 4; H: -1; I: 4

34) COC(=O)C1C(O)=C(C=Nc2ccc(N)cc2)C(=O)CC1(C)C (centres undefined)
  A: 106; B: -4; C: 1.7; D: 2; E: -3; F: 29; G: 1; H: -7; I: 3

35) COc1ccc(C(=O)CSc2nnc(-c3cccs3)n2-c2ccccc2)cc1
  A: 98; B: 0; C: -1.3; D: -9; E: 1; F: 20; G: 2; H: 0; I: -9

36) O=C(NC1CCCCCC1)C1c2ccccc2C(=O)N1Cc1cccs1 (centres undefined)
  A: 84; B: 2; C: -0.4; D: 6; E: 0; F: -4; G: 3; H: 10; I: 0

37) Cc1cc(NC(=O)CSc2nc3c(cc2C#N)CCCCC3)no1
  A: 101; B: -9; C: 2.9; D: -6; E: 10; F: 56; G: 2; H: -15; I: -4

38) CCOC(=O)C1=C(C)N(C[C@@H]2CC[C@@H](Cc3ccc(-c4ccccc4)cc3)O2)C(=O)NC1c1ccc([N+](=O)[O-])cc1 (some centres undefined)
  A: /; B: -5; C: 2.3; D: /; E: 0; F: /; G: -1; H: -8; I: /

39) Cn1c(Cc2ccccc2)nnc1SCC(=O)NC1CCCCC1
  A: 105; B: -1; C: -1.2; D: 3; E: 0; F: 4; G: 0; H: 29; I: 1

40) CCCCNS(=O)(=O)c1ccc2nc(-c3cccs3)cc(C(=O)NCC(OC)OC)c2c1
  A: 109; B: /; C: /; D: 4; E: /; F: 0; G: /; H: /; I: -5

41) O=S(=O)(NC1CCCC1)c1ccccc1Br
  A: 89; B: -2; C: 0.2; D: 0; E: -2; F: 36; G: -4; H: -1; I: -2

42) COc1cc(NC(=S)NCCN2CCOCC2)cc(OC)c1
  A: 105; B: 0; C: 1.2; D: 7; E: 23*; F: -12; G: 3; H: -1; I: -18

43) COc1ccc(CNC(=O)CCc2nnc3ccc(N4CCC5(CC4)OCCO5)nn23)cc1
  A: 103; B: -8; C: 4.9; D: 7; E: 1; F: 23; G: 3; H: 1; I: -27

44) O=C(Nc1ccccc1N1CCOCC1)C1=NN(c2ccccc2)C(=O)CC1
  A: /; B: -4; C: -1.3; D: /; E: 2; F: /; G: -8; H: -6; I: /

45) CC1=C(C)CC(C(=O)NNC(=O)c2ccccc2)C(C(=O)O)C1 (centres undefined)
  A: 99; B: 0; C: -0.5; D: 0; E: 0; F: 24; G: 3; H: -17; I: 4

46) O=C(NNC(=O)c1cc2ccccc2o1)c1ccc(F)cc1
  A: /; B: -1; C: 0.2; D: /; E: -3; F: /; G: 1; H: 4; I: /

47) COc1cccc(-n2cc(CNC(=O)C3CCC(=O)N(C4CC4)C3)cn2)c1 (centres undefined)
  A: 98; B: 0; C: -0.1; D: 4; E: 5; F: 40; G: 1; H: -2; I: -1

48) CC(=O)N1CCN(Cc2nc3cc(Cl)ccc3c(=O)[nH]2)CC1
  A: 96; B: -3; C: 1.1; D: 4; E: -12; F: 2; G: -2; H: -7; I: 9

49) O=C(NCc1ccccc1Cl)C1CCCN(S(=O)(=O)c2cnc[nH]2)C1 (centres undefined)
  A: 99; B: -3; C: -0.1; D: 0; E: 5; F: -2; G: 5; H: 15; I: -4
